NPYLR7 agonist = activates Aedes aegypti NPYLR7 receptor; HEK293T NPYLR7/Galpha15, GCaMP6s calcium fluorescence; activation, % at 10 µM; 0.15% of 270,000 active; AID 1259423; in the data active = activation above about 40%;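 also: 0% = vehicle and 100% = reference agonist at the receptor; some compounds past the cut are filed as inactive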
mcGAS lum = mouse cGAS inhibition by luminescence | recombinant cGAS, Kinase-Glo ATP depletion luminescence | inhibition, % at 12.5 µM | AID 1259399 | 0.15% of 160,000 active;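 also: 0% = negative control wells and 100% = reference inhibitor with no enzyme activity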
hcGAS lum = inhibitors of human cGAS | inhibition, % at 12.5 µM | Q8N884 | recombinant h-cGAS, ATP depletion, Kinase-Glo luminescence | 0.081% of 290,000 active;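 also: 0% = vehicle reaction and 100% = reaction without DNA for no activity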
Target sequence (Q8N884 whole entry, looked up): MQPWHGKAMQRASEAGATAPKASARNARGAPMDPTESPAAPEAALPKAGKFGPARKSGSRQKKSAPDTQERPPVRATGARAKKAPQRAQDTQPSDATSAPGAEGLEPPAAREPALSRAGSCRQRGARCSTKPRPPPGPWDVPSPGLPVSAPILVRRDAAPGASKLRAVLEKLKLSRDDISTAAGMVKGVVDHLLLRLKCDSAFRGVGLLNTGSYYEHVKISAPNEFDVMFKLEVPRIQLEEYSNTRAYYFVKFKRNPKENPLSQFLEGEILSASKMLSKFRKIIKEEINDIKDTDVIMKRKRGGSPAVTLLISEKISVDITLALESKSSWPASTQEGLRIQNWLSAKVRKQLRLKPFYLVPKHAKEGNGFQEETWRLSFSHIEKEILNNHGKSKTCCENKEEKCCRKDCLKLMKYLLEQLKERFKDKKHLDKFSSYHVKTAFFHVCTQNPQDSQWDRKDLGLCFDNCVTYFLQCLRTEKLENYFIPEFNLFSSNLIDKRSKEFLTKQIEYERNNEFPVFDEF
* = called active by the depositor; / = not tested or not shown; & = joins results of further samples. Rule as the data show it, unless noted: active = inhibition above about 40%; inactive = the rest. This is a random part of the collection. Share with any hit: about 0.29%.

Every second line gives: NPYLR7 agonist, mcGAS lum, hcGAS lum
> CCN1C(=O)C(=O)N(CC(=O)NCC2CCCCC2)C1=O
  2, /, -9
> COc1ccccc1N1CCN(C(=O)c2ccc(Cl)cc2)CC1
  19, /, 5
> O=S(=O)(c1ccccc1)c1cnc2c(N3CCNCC3)cccc2c1
  0, -7, -5
> CC1(C(=O)NCc2ccccc2Br)CCN1Cc1ccccc1OC(F)F (stereo not given)
  5, /, -14
> O=C(CN1CN(c2ccccc2)C2(CCN(C(=O)c3cc(C(F)(F)F)cc(C(F)(F)F)c3)CC2)C1=O)NCc1ccc(F)cc1
  5, -2, 0
> Cc1cc(N2C[C@H](O)[C@@H](N3CCCCC3)C2)nc(-c2ccccc2)n1
  -1, /, 0
> CN1c2ccccc2C(=O)N2CCc3c([nH]c4ccccc34)C21 (stereo not given)
  3, -6, -8
> CN(Cc1nc2ccccc2s1)Cn1nc(-c2ccc(Cl)cc2)n(C)c1=S
  1, /, -8
> CCc1cccc2c(C(CC(=O)N3CCN(c4ccccc4F)CC3)c3cccc(F)c3)c[nH]c12 (stereo not given)
  /, -9, -4
> O=C(c1ccc(Cl)cc1Cl)N1CCCC(OCc2ccc(F)c(F)c2)C1 (stereo not given)
  -2, /, 2
> COCCCN(Cc1c(-c2cccc(C)c2)noc1N1CCCC1)C(=O)c1cccs1
  -1, -7, -3
> CC(C)c1cc(CNC(=O)C2CC(=O)N(Cc3ccccn3)C2)on1 (stereo not given)
  2, -12, -5
> Cn1cc(S(=O)(=O)N2CCN(c3ccccc3F)CC2)c(=O)n(C)c1=O
  -1, -6, -6
> Cc1cccn2c(=O)c(C(=O)NCCN3CCOCC3)c(O)nc12
  -1, -8, -9
> Cc1ccc(CN(C)Cc2cnn3cccnc23)o1
  -2, /, 4
> Cc1ccc(N2CCN(C(=O)C(C)C)C(C)C2=O)cc1Cl (stereo not given)
  8, -1, -2
> CCOC(=O)c1csc(CCNC(=O)c2cn(Cc3ccc(F)cc3)nn2)n1
  /, -10, -8
> CC(C)(C)OC(=O)NCC1CCC(C(=O)NCCc2nc3ccccc3[nH]2)CC1 (stereo not given)
  -2, -4, -1
> COc1ccc(-c2cc(C(=O)NCc3ccc(Cl)cc3)c3ccccc3n2)cc1OC
  -6, /, -3
> Cc1ccc(C(=O)Nc2ccccc2SCC(F)(F)F)cc1
  6, /, -5
> COC(=O)Cn1c(=NC(=O)c2ccnn2C)sc2cc(S(C)(=O)=O)ccc21
  /, -9, -1
> CC1CCC(C)(NC(=O)CCc2nc(-c3cccnc3)no2)CC1 (stereo not given)
  10, /, -19
> O=S(=O)(NCC1CCCO1)c1cccc2cccnc12 (stereo not given)
  6, /, -4
> COc1ccc(C(=O)NCCCNC(=O)[C@H]2CCCN2C(=O)c2ccco2)cc1
  28, -10, -9
> Cn1cc(Br)cc1C(=O)NCC(C)(O)c1ccsc1 (stereo not given)
  2, /, -11
> CCCCNC(=O)c1sc2nc(-c3ccccc3)cn2c1C
  -7, -7, -8
> CC(NC(=O)Cc1cc(-c2cc3ccccc3o2)on1)c1ccccc1 (stereo not given)
  7, -7, -5
> O=C(CCCc1ccc(-c2ccccc2F)cc1)Nc1ccc(O)cc1
  4, /, -6
> CCCCc1nnc(NC(=O)N(Cc2ccccc2C(F)(F)F)C2CC2)s1
  2, /, -2
> O=C(Nc1cnn(C23CC4CC(CC(C4)C2)C3)c1)c1cc(-c2ccccc2)on1
  -9, /, -6
> Fc1ccc(C2=Nc3ncnn3C(c3ccccc3)C2)cc1 (stereo not given)
  2, /, -5
> CCCCCCCCC(=O)Nc1c(-c2cccc(F)c2)nc2cc(C)ccn12
  -1, -6, -4
> O=c1c2cnc3ncnn3c2ccn1-c1ccccc1O
  8, /, -3
> COCCOC(=O)C1=C(C)NC(C)=C(C(=O)OC/C=C/c2ccccc2)C1c1cccc([N+](=O)[O-])c1 (stereo not given)
  0, -2, 0
> CCN1CCN(c2c(CN(CCCOC)C(=O)COCc3ccccc3)c(C)nn2-c2ccccc2)CC1
  0, -5, -7
> CS(=O)(=O)N(CC(=O)NCc1ccccc1Cl)c1cc(C(F)(F)F)ccc1Cl
  -4, /, -2
> O=C(Cn1cnc2c(nnn2Cc2ccccc2F)c1=O)N1CCCCCC1
  9, /, -2
> Cn1ncc(I)c1C(=O)Nc1ccn(Cc2c(F)c(F)cc(F)c2F)n1
  2, /, 8
> CCOC(=O)c1cc(-c2ccc(CC)cc2)n(C2CCN(C(=O)c3ccc(F)c(F)c3)CC2)n1
  4, -7, -6
> CC1=NC2=C(C(=O)CC(c3ccc(Cl)cc3)C2)C(c2ccc(OCc3ccccc3)cc2)C1C#N (stereo not given)
  -7, -3, -4
> CC(C)(C)C1(OCBr)C(=O)N=CN=CN1Cc1ccccc1 (stereo not given)
  7, /, -11
> O=C(CSc1nc(=O)[nH]c2c1CCCC2)N1CCN(c2ccccc2)CC1
  -8, -8, 3
> N#CC(Sc1ccc(C(=O)N2CCCC2)cn1)C1CCCCC1 (stereo not given)
  -8, /, -16
> CCN(CC(=O)N(C)C)C(=O)Cn1c(C)c(Br)c2ccccc21
  -19, /, -7
> CCn1c(C2CCCNC2)nn(Cc2nc(CCOC)no2)c1=O (stereo not given)
  /, -12, -9
> O=C(NC1CCC(NC(=O)[C@H]2CCCN2S(=O)(=O)c2ccc(F)cc2)CC1)c1ccccc1 (stereo not given in full)
  2, -6, -2
> Cc1nc(-c2cccc(NC(=O)NC3CCCCC3C(F)(F)F)c2)no1 (stereo not given)
  0, -16, -9
> COc1ccc(NC(=O)c2c(NC(=O)CCl)sc3c2CCCC3)cc1
  -4, -5, -6
> CCc1nnc(CNC(=O)c2ccccc2C2CCNC2)s1 (stereo not given)
  6, /, -2
> O=C(NCc1ccccc1)[C@@H]1Cc2nc[nH]c2CN1C(=O)C1CCCCC1
  -11, -7, -4

(continued)
Every second line gives: NPYLR7 agonist, mcGAS lum, hcGAS lum
> COc1cccc(-c2noc(-c3cc(N4CCC(C(N)=O)CC4)nc4ccccc34)n2)c1OC
  -1, /, -2
> CCCCCCC(=O)NC(Cc1ccccc1)C(=O)Nc1nnc(-c2cccc(Br)c2)s1 (stereo not given)
  9, -5, -3
> CCn1ccnc1CN1CCc2c([nH]c3ccccc23)C1c1c(F)cccc1Cl (stereo not given)
  4, /, -6
> Cc1c(Cl)cccc1N1CCN(C(=O)c2ccc(C(F)(F)F)cc2)C(C)C1=O (stereo not given)
  -3, -4, -3
> Cc1ccc(NC(=O)CNC(=O)C2(N3CCCC3)CCCC2)c(F)c1
  16, /, -4
> Cc1cc(C)n2nc(CC(=O)N(Cc3sccc3C)C3CC3)nc2n1
  -2, -10, -4
> COc1ccc(OC)c(C2CCN(c3cc(OC)ncn3)C2)c1 (stereo not given)
  -4, -11, -5
> CC1=NN(CCN2CCCCC2)c2nc3c(c(=O)n(C)c(=O)n3C)n2C1
  -5, /, -5
> OCC1(Cc2ccccc2)CCN(Cc2ccccc2-c2ccco2)CC1
  0&11, -5, 0&-3
> COc1cccc(NC(=O)N(CC(=O)Nc2cc(C(C)(C)C)nn2-c2ccc(Cl)c(Cl)c2)CC(C)C)c1
  -2, -5, -4
> COc1ccc2c(c1)c(C(=O)N1CCn3c(C(N)=O)cnc3C1)c(C)n2C
  2, -9, -4
> CCNC(=O)C1(C)CCN1C(=O)c1ccc(C(C)(C)C)cc1 (stereo not given)
  11, -5, -8
> Cc1ccc(-n2ncc3c(=O)n(NC(=O)c4cccs4)cnc32)cc1
  4, /, -5
> CC(=O)Nc1ccc(-c2ccnc3n[nH]c(-c4cccc(C(F)(F)F)c4)c23)cc1
  4, -4, -3
> c1ccc(Oc2ccccc2-c2cnc3c(NCc4ccco4)nccn23)cc1
  -2, -1, -6
> Cc1sc(NC(=O)Cn2cnc3sccc3c2=O)nc1-c1ccc(F)cc1
  -1, -1, 2
> CCn1nccc1NC(=O)c1cc(S(=O)(=O)N(C)Cc2ccccc2)ccc1Cl
  -4, /, 9
> Cc1ccc(NC(=O)c2cnn(-c3ccccc3C(F)(F)F)c2C)nc1
  -2, /, -2
> Cc1ccccc1-c1noc(-c2cccc(NC(=O)CCN3CCCO3)c2)n1
  4, -17, -6
> Cc1ccc(-c2nnc(NCCN(C)C)c3ccccc23)cc1
  11, /, 2
> COc1ccc(Nc2nc(NCCO)nc(N)c2[N+](=O)[O-])cc1
  1, /, -9
> CC(=O)NC1C(=O)N(CCOc2cccc3ccccc23)c2c(C)cc(C)cc21 (stereo not given)
  12, -6, -9
> O=C(c1ccc(Br)o1)N(Cc1ccccc1)CC1CCC1
  1, /, 1
> COCC(C)(C)CNC(=O)c1c(C)nn(C)c1C
  0, /, -1
> COCCNC(=O)c1ccc(-n2nc(-c3ccc(Cl)cc3)cc2N)cc1
  -1, -3, -2
> Cc1ccc(CN(C)Cc2nc(N)nc(N(C)C)n2)c(C)c1
  6, -7, -5
> O=C(Nc1ccccc1)N1CCCC(OCC2CC2)C1 (stereo not given)
  -2, -4, -3
> CCCCCCCOc1ccc(NC(=O)N2CC(=O)N3CCc4ccc(Cl)cc4C3C2)cc1 (stereo not given)
  4, -3, -2
> CCCN(CCC(=O)Nc1ccc(OC)cc1)c1nc(CC)nc2cc(Cl)ccc12
  17, 2, -4
> Cc1ccc(NC(=O)N(CC(=O)N(CCc2c[nH]c3ccccc23)Cc2ccccc2)C(C)C)c(C)c1
  12, -3, -2

Looked up one by one from the entries so far:
Every second line gives: NPYLR7 agonist, mcGAS lum, hcGAS lum
> CCCCCCCOc1ccc(NC(=O)N2CC(=O)N3CCc4ccc(Cl)cc4C3C2)cc1 (stereo not given)
  4, -3, -2
> Cc1ccc(CN(C)Cc2nc(N)nc(N(C)C)n2)c(C)c1
  6, -7, -5
> CC(=O)NC1C(=O)N(CCOc2cccc3ccccc23)c2c(C)cc(C)cc21 (stereo not given)
  12, -6, -9

Next section
Every second line gives: NPYLR7 agonist, mcGAS lum, hcGAS lum
> Cc1ccc(NC(=O)C2(C)CCN2C(=O)c2cc(C)n(C)n2)cc1C (stereo not given)
  8, -3, -5
> COc1cccc2cc(-c3csc(NC(=O)C4CC4)n3)oc12
  6, -10, -9
> CCN(C(=O)CCl)C1CCS(=O)(=O)C1 (stereo not given)
  1, -5, -8
> Cc1cc(C)n(Cc2ccc(C(=O)NC(C)c3nncn3C(C)C)cc2)n1 (stereo not given)
  -3, -17, -4
> Cc1cc(C)n(Cc2cc(C(=O)N(C)Cc3csc(C)n3)n[nH]2)n1
  16, -10, -9
> COc1ccc(CCN(C)C(=O)c2cc3n(n2)CCN(Cc2c(F)cccc2Cl)C3=O)cc1OC
  -10, -7, -8
> Cc1ccsc1CN(Cc1ccc2c(c1)OCO2)C(=O)CN(C(=O)Nc1cccc(Cl)c1)C1CCCCC1
  0, 0, 5
> COc1ccc2cc(CNc3ccc(C)cc3)c(=O)n(CC(=O)N3CCOc4ccc(C)cc43)c2c1
  4, /, -2
> COC(=O)Cn1c(=O)c2c(nc3n(-c4ccc(F)cc4)c(C)cn23)n(C)c1=O
  2, /, -8
> COc1ccc(C(=O)NCC2CCN(c3nc(Cc4ccc(C)cc4)ns3)CC2)cc1
  19, -5, -5

A second format for some results above:
smiles | NPYLR7 agonist | mcGAS lum | hcGAS lum
COC(=O)Cn1c(=O)c2c(nc3n(-c4ccc(F)cc4)c(C)cn23)n(C)c1=O | 2 | / | -8
COc1ccc(C(=O)NCC2CCN(c3nc(Cc4ccc(C)cc4)ns3)CC2)cc1 | 19 | -5 | -5

The list continues.
Every second line gives: NPYLR7 agonist, mcGAS lum, hcGAS lum
> Cc1noc(-c2ccco2)c1C(=O)N1CCC(Cc2ccc3c(c2)OCO3)CC1
  -2, -1, 1
> Cc1sc2ncn(CCC(=O)NCC3(c4ccccc4)CCC3)c(=O)c2c1C
  6, -7, -2
> Nn1c(Nc2ccccc2)nnc(/C=C/c2ccccc2)c1=O
  -2, /, -4
> COc1ccc(NS(=O)(=O)C2Cc3ccccc3C2)c(OC)c1
  9, /, -5
> COc1c(C)cnc(CN2CCC3(CCCO3)CCC2=O)c1C (stereo not given)
  5, /, -5
> CS(=O)(=O)c1ccc2nc(NC(=O)c3ccc(I)cc3)sc2c1
  1, -6, -7
> CC(=O)N1CCN(C(=O)CCN(c2ccccc2)S(=O)(=O)c2ccc(C)cc2)CC1
  4, /, 1
> N#CC(=NNc1ccc2c(c1)OCCO2)c1nc2ccccc2[nH]1
  8, -5, -4
> Cc1nc(NC(=O)CCc2c(C)[nH]c(=O)[nH]c2=O)sc1-c1ccccn1
  11, /, -8
> CCc1nnc(-c2cc3ccccc3n2Cc2ccc(C)cc2)o1
  0, -9, -6
> CCc1ccccc1N1CCN(C(=O)c2ccccc2C)C(C)C1=O (stereo not given)
  10, -4, -4
> Cc1ccc(OCC(N)=O)c(-c2cccc3[nH]ccc23)c1
  -4, /, -1
> CC(C)C(=O)N(Cc1cc(NC(=O)C2CCC2)ccc1N(C)C)C(C)C
  -2, -5, -5
> C=CCn1c(SCC(=O)NC(=O)c2ccco2)nc2ccsc2c1=O
  8, /, 0
> CCc1ccc(CN2CCC(c3ccnc(-c4ccncc4)c3)C2)nc1 (stereo not given)
  2, -13, -3
> CC(NC(=O)C1(C#N)CCCC1)c1ccccc1Cl (stereo not given)
  -1, /, -6
> O=S(=O)(c1ccccc1)n1cccc1CN1CCCn2cncc2C1
  3, -7, -6
> CC(=O)c1ccc(-c2ccc(C(C)=O)s2)s1
  1, /, -6

Compound profiles, from the list above:
CCc1ccccc1N1CCN(C(=O)c2ccccc2C)C(C)C1=O (stereo not given) reads NPYLR7 agonist: 10; mcGAS lum: -4; hcGAS lum: -4
CC(NC(=O)Cc1cc(-c2cc3ccccc3o2)on1)c1ccccc1 (stereo not given) reads NPYLR7 agonist: 7; mcGAS lum: -7; hcGAS lum: -5

From PubChem
